# PNC inhibitor – blocks assembly of the perinucleolar compartment; PC3M PTB-GFP, PNC prevalence imaging, 16 h; stronger effect = lower value; activity change (PNC), negative = inhibition, % at 10 µM; hit rate 3.1% among 140,000;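 active means readout at or below -70, meaning at least 70% loss of cells showing the perinucleolar compartment, a nuclear body marking cancer cells; inconclusive means readout between -30 and a set limit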;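 further: plate controls were DMSO wells for no effect and camptothecin positive control wells for full effect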
#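 Compounds are pinned in duplicate onto adhered PC3M cells stably expressing GFP-tagged PTB and incubated 16 h at 37 C. Cells are then fixed, nuclei stained with Hoechst, and PNC-positive cells counted.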
# 12-hLO inh – inhibitors of human 12-lipoxygenase (ALOX12); AID 1452; P18054; Potency, µM (doses to about 57.1 µM), without a hit: top-dose activity change, negative = inhibition, most hits filed as inhibitors; hit rate 0.12% among 150,000; purified 12-hLO, xylenol orange hydroperoxide absorbance; further: potency means the concentration at half of the fitted maximal effect; nearly all actives have a fitted effect of over 55% in size; many of its hits are not listed in these tables
#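 Hydroperoxide output read as Fe(III)-xylenol orange absorbance, 573-to-405 nm ratio, after 30 min reaction with 40 uM arachidonic acid. Enzyme: 150 nM purified human 12hLO, 15 min compound preincubation; 25 mM Hepes pH 7.0, room temperature.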
# ALOX15B inhib – 15-hLO-2 (ALOX15B) enzyme inhibition; O15296; purified 15hLO-2, xylenol orange hydroperoxide absorbance; Potency, µM (series often up to 57.1 µM), without a hit: at the top dose activity change, negative = inhibition, actives largely listed as inhibitors; hit rate 0.56% among 110,000; AID 881; further: potency means the concentration at half of the fitted maximal effect; nearly all actives have a fitted effect of over 60% in size; many of its hits are not listed in these tables
# Target sequence (O15296 whole entry, looked up): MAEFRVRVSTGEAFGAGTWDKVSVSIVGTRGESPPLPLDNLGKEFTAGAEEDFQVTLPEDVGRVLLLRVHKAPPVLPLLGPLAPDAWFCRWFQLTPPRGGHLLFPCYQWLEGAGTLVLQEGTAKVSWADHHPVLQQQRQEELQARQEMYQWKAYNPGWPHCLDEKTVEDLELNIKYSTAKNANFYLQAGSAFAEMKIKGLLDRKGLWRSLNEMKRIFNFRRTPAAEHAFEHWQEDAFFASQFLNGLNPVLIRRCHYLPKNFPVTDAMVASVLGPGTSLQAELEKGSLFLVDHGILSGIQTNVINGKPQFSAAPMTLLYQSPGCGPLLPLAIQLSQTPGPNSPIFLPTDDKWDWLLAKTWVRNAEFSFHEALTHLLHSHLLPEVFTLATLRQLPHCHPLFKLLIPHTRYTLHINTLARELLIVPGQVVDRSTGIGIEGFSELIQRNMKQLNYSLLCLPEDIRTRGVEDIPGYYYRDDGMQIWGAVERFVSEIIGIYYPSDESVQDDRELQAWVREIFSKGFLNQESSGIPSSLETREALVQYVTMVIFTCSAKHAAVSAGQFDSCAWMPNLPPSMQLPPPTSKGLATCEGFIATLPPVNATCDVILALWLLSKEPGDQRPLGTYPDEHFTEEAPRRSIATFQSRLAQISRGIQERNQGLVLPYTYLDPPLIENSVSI
#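 Purified human 15hLO-2 (50 nM) preincubated 15 min with compound, then 45 uM arachidonic acid for 90 min at RT in 25 mM Hepes pH 7.5, 0.01% Triton X-100. Hydroperoxide detected by Fe-xylenol orange; 573/405 nm absorbance ratio.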
# IMPase cell inh – cell-permeable inhibitors of inositol monophosphatase (IMPase). P97697. CHO-M1 cells, IP1 accumulation, HTRF TR-FRET ratio. inhibition (IP1 accumulation), % at 46.1 µM. 120,000 tested, under 10 active; active means well fitted curve in the direction sought with a large enough effect in the signal ratio, not every such curve was filed as active; inconclusive means small, poorly fitted or top-dose-only effect, or a change in a side signal; inactive means no such curve, though single readings can be large or run the other way; the % refers to the signal ratio;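 further: cells stimulated with carbachol in lithium chloride buffer; plate controls were DMSO basal wells for no effect and reference inhibitor wells for full effect; higher means more IMPase inhibition seen as more IP1 and lower FRET ratio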
# Target sequence (P97697 whole entry, looked up): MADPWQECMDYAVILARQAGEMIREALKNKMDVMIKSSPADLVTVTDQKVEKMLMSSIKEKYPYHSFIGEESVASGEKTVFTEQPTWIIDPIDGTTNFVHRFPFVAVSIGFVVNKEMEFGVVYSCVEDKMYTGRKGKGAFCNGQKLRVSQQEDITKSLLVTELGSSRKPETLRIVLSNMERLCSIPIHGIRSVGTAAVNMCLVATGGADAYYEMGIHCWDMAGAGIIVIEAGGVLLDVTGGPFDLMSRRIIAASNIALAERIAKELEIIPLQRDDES
#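 Measured: the HTRF emission ratio (665/620 nm) plus the 620 nm donor channel, each fitted to the Hill equation to give AC50. Cells were CHO-M1 given compounds up to 46 uM and a 30 min carbachol stimulation at 37C.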
# * marks the source's active call; other numbers are inactive results; ? = inconclusive; . = no result given; & = joins results of further samples; [ ] = dose if it differs, or a comment. Unless noted, the call rests on the fitted dose curve; in most records, active means well fitted curve in the direction sought with a large enough effect; inconclusive means small, poorly fitted or top-dose-only effect, or another doubt; inactive means no such curve, though single readings can be large; an effect the other way counts as inactive or inconclusive. Unless noted, on the % scale 0 is the no-effect control and ±100 the full control effect. Only part of the results is shown; count on the stated rates, not on these rows.
SMILES,PNC inhibitor,12-hLO inh,ALOX15B inhib,IMPase cell inh
COCC(=O)N1CCC2(CC1)CN(C(=O)Nc1ccccc1)C2,.,1%,2%,.
CC(Oc1ccc(Cl)cc1Cl)C(=O)Nc1ccc(N2CCN(C)CC2)cc1 (stereo not drawn),15,1%,10%,15
O=C(NCc1ccco1)c1cc(-c2cccs2)on1,2,-2%,-12%,7
O=C(COc1ccc(S(=O)(=O)Nc2ccccc2)cc1)N1CCOCC1,-20,-6%,0%,-2
Brc1ccc(C2=CC(c3ccco3)n3ncnc3N2)cc1 (stereo not drawn),-27,-6%,-6%,-4
O=C(Nc1nc2c(s1)CCCC2=O)c1cnccn1,45,-11%,4%,-1
CCOc1ccc(CCNC(=O)CCc2nc(-c3ccc(C)cc3)no2)cc1OCC,57,1%,-5%,-4
COc1ccc(-c2cc(C(F)(F)F)n3nc(C(=O)N4CCOCC4)c(Cl)c3n2)cc1,-106*,9%,-3%,-6
Cc1cc([N+](=O)[O-])nn1CC(=O)N1CCCc2ccccc21,48,4%,.,7
O=c1[nH]c2cccnc2n1Cc1ccccc1,22,6%,4%,-6
Cc1cc(OCc2cn3cccnc3n2)ccc1Cl,-23,-3%,.,.
CCC1CCCCN1C(=S)NCc1ccccc1 (stereo not drawn),-2,-1%,.,4
O=C(CN1CCN(Cc2ccccc2)CC1)Nc1ccc(S(=O)(=O)N2CCOCC2)cc1,?,-1%,.,.
CN(C)S(=O)(=O)c1ccc(NC(=O)CNc2cc(S(=O)(=O)N3CCCC3)ccc2OCC(F)(F)F)cc1,?,1%,.,.
O=C(c1cccc(Br)c1)c1cn(-c2ccccc2)nc1C(=O)c1ccccc1,8,0%,-9%,?
Cc1ccc(N(CC(=O)N2CCn3c2nc2ccccc23)S(=O)(=O)c2c(C)n[nH]c2C)cc1,14,-19%,1%,2
O=C(Cn1cnc2c(nnn2Cc2ccccc2F)c1=O)OCc1ccccc1,21,-9%,-7%,-1
CCC(=O)c1ccc(CCCCCC(=O)O)s1,-28,1%,-1%,-14
CC(=O)Nc1ccc(N2CCc3c(C)c(C#N)c4nc5ccccc5n4c32)cc1,27,-2%,.,.
CC(=O)Nc1ccc(S(=O)(=O)N[C@@H](C)C(=O)OCc2ccc(Cl)cc2)cc1,18,-1%,.,.
C=CCNC(=O)c1ccc(-c2ccc([N+](=O)[O-])cc2)o1,?,-5%,.,.
Cc1ccc(C(=O)N2CCN(C3c4cccc5cccc(c45)C3NS(=O)(=O)c3ccccc3)CC2)cc1 (stereo not drawn),-20,-1%,-13%,5
CCCc1cc(=O)oc2cc(OCc3nn[nH]n3)ccc12,3,5%,-3%,0
CC(=O)C1C(c2ccc3ncccc3c2)NC(=O)NC1(O)C(F)(F)F (stereo not drawn),-1,6%,.,16
CCCOC(=O)c1ccc(NC(=O)/C=C/c2cccs2)cc1,52,-4%,.,.
Cc1cc(C)c2c(C)nn(-c3ccccc3)c2n1,0,-6%,12%,1
COC(=O)CCC(=O)NC(=S)Nc1sc(C)c(C)c1C(N)=O,-124*,1%,.,.
O=C1C=C(c2ccccc2)OC2(CCCC2)O1,23,8%,3%,4
CCOC(=O)C1=C(C)NC2(O)c3ccccc3C(=O)C12O (stereo not drawn),20,-24%,0%,1
COc1cccc(CNc2ccc3nc(-c4ccc(N)cc4)c(OC)n3n2)c1,.,-2%,14%,5
Cc1cc([N+](=O)[O-])nn1CC(=O)NCc1cccs1,123,1%,-24%,4
CCC(C)(NC(=O)Cc1c[nH]c2ccccc12)C(=O)NC1CCCCC1 (stereo not drawn),3,3%,.,2
CC1CC(=O)N(CC(=O)Nc2ccc3c(c2)OCCO3)c2ccccc2S1 (stereo not drawn),-24,5%,0%,5
Cc1ccc(-c2cc(C(=O)N/N=C/C=C/c3ccccc3)n[nH]2)s1,-11,-1%,.,.
CN(C(=S)Nc1ccc(Oc2ccccc2)cc1)c1ccc(O)cc1,?,-16%,.,.
CC(c1nnnn1C1CCCCC1)N(Cc1ccccc1)Cc1cccnc1 (stereo not drawn),-100*,-2%,.,-4
O=C(NCCCN1CCOCC1)C1CCC(=O)N1CCc1ccccc1 (stereo not drawn),-4,1%,-2%,4
O=C(NCc1ccccc1Br)c1ccco1,-12,-1%,2%,16
COc1ccccc1C(=O)C1Nc2ccccc2-c2nnc(SC)nc2O1 (stereo not drawn),-104*,-10%,.,-3
CN1CCN(CC#CC2(O)CCCCC2)CC1,-1,-1%,3%,8
O=C(Nc1ccc(CN2CCOCC2)cc1)c1cccs1,-24,4%,5%,7
O=[N+]([O-])c1cc(N(CCO)CCO)ccc1NCCO,.,-11%,?,.
CCCCCn1c(=O)[nH]c2cc(C(=O)NCCCN3CCC(C)CC3)ccc2c1=O,18,-2%,40%[activator],-12
CN1CCN(C2=Cc3ccccc3Sc3cc(F)c(F)cc32)CC1,-88*,-1%,.,26
CCOc1ccc(NS(=O)(=O)c2cc(Cl)ccc2OC)cc1,-13,-23%,1%,4
N=c1n(CCOc2ccccc2)c2ccccc2n1CCN1CCOCC1,-26,1%,0%,4
COC(=O)c1ccccc1NC(=O)Cc1ccccc1OC,-3,0%,.,?
CCOC(=O)N1CCN(c2c(NCCCN(C)c3ccccc3)c(=O)c2=O)CC1,?,-10%,5%,13
CC(Sc1nc(-c2ccccc2)cc(C(F)(F)F)n1)C(=O)N1CCCC1 (stereo not drawn),0,-4%,.,9
Cc1nc2ccc(NC(=O)c3cc(S(=O)(=O)N4CCOCC4)ccc3C)cc2s1,11,6%,3%,-3
CCCCCCc1c(O)nc(SCC(=O)O)[nH]c1=O,12,1%,9%,1
CCOC(=O)c1cnc2scnn2c1=O,15,10%,5%,9
Cc1ccc(N=N/C(=C\O)C(=O)c2ccncc2)cc1,62,-19%,-26%,4
CCNc1nc(OC)nc(SCC(N)=O)n1,32,0%,4%,18
CCOC(=O)Cc1cc(=O)n(-c2nc3ccccc3s2)[nH]1,?,?,9%,-1
O=c1cc(N2CCN(c3ccc(F)cc3)CC2)[nH]c(=O)n1C1CCCCC1,46,-2%,-3%,-3
Cn1c(=O)c2nc(-c3ccccc3)oc2c2ccccc21,-3,-2%,-5%,6
CCOC(=O)N1CCN(C(=O)CNCc2cccs2)CC1,-8,1%,-8%,-23
O=C(Nn1cnnc1)c1ccccc1CCc1ccccc1,11,-4%,3%,-2
CCc1ccc(OCC(=O)N/N=C\c2ccco2)c([N+](=O)[O-])c1,16,-2%,.,.

# Of the compounds above, nine contain an NH in an aromatic ring.
SMILES,PNC inhibitor,12-hLO inh,ALOX15B inhib,IMPase cell inh
O=c1[nH]c2cccnc2n1Cc1ccccc1,22,6%,4%,-6
Cc1ccc(N(CC(=O)N2CCn3c2nc2ccccc23)S(=O)(=O)c2c(C)n[nH]c2C)cc1,14,-19%,1%,2
CCCc1cc(=O)oc2cc(OCc3nn[nH]n3)ccc12,3,5%,-3%,0
CCC(C)(NC(=O)Cc1c[nH]c2ccccc12)C(=O)NC1CCCCC1 (stereo not drawn),3,3%,.,2
Cc1ccc(-c2cc(C(=O)N/N=C/C=C/c3ccccc3)n[nH]2)s1,-11,-1%,.,.
CCCCCn1c(=O)[nH]c2cc(C(=O)NCCCN3CCC(C)CC3)ccc2c1=O,18,-2%,40%[activator],-12
CCCCCCc1c(O)nc(SCC(=O)O)[nH]c1=O,12,1%,9%,1
CCOC(=O)Cc1cc(=O)n(-c2nc3ccccc3s2)[nH]1,?,?,9%,-1
O=c1cc(N2CCN(c3ccc(F)cc3)CC2)[nH]c(=O)n1C1CCCCC1,46,-2%,-3%,-3

# Remaining list, next part:
SMILES,PNC inhibitor,12-hLO inh,ALOX15B inhib,IMPase cell inh
COC(=O)c1cc(Br)c(=O)n(CCc2ccc(O)cc2)c1,16,2%,0%,8
C=CCn1c(-c2ccco2)n[nH]c1=S,12,7%,16%,-8
c1ccc(CN2c3ccccc3-c3nc4ccccc4n3C2c2ccccn2)cc1 (stereo not drawn),35,-4%,16%,1
NS(=O)(=O)c1ccc(CCNc2ncnc3sccc23)cc1,?,-1%,-5%,-2
CCc1nc(OCCN(CC)CC)c2oc3ccccc3c2n1,31,6%,4%,5
CC1CCCC(C)N1c1nnc(NC(=O)Cn2c(=O)oc3ccccc32)s1 (stereo not drawn),65,-7%,-5%,8
O=C(c1ccc(Cl)cc1)N1CCN(c2ccc(F)cc2)CC1,48,-11%,.,12
O=C(CNC(=O)c1cccs1)OCC(=O)c1cccs1,37,-1%,1%,-6
CCN1C(=O)/C(=C/c2nc3ccccc3c(=O)[nH]2)c2ccccc21,18,3%,.,.
CCSc1ccc(-c2nn(-c3ccccc3)cc2/C=C(/C#N)C(=O)NC)cc1,4,-4%,.,-3
O=C1Cn2c(nc3ccccc32)N1c1cccc(C(F)(F)F)c1,-29,-1%,-2%,-5
Cc1ccc(C(=O)COC(=O)c2cc(Cl)nc3ccccc23)cc1C,13,-9%,0%,-3
OCCNc1c2ccccc2nc2c(F)c(F)c(F)c(F)c12,21,0%,.,6
CCCc1cc(=O)[nH]c(SCC(=O)N(Cc2ccccc2)C(C)C)n1,8,2%,-6%,4
O=[N+]([O-])c1ccc(Oc2cccc3cccnc23)c([N+](=O)[O-])c1,?,-19%,.,.
O=C(CN1C(=O)NC2(CCCCCCC2)C1=O)NCc1ccc2c(c1)OCO2,-19,-1%,-1%,6
CCOC(=O)Nc1nnc(CCc2ccccc2)s1,-9,-1%,-9%,1
COc1ccc(C)cc1NC(=O)c1nnn(CCc2ccccc2)c1N,34,-2%,6%,-11
O=C(CSc1nnc(C2COc3ccccc3O2)o1)NC1CCCCC1 (stereo not drawn),?,-3%,0%,-2
O=C1C[C@@H](c2ccc(O[C@@H]3O[C@H](CO)[C@@H](O)[C@H](O)[C@H]3O)cc2)Oc2cc(O)ccc21,-2,-3%,.,.
CS(=O)(=O)N1CCC2(CCCN(c3cccc(-c4ccccc4)c3)C2)CC1,.,-3%,-1%,.
Cc1ccc(C(=O)Nc2nc(=O)n(C(=O)C3CC3)s2)cc1,?,-1%,-9%,-1
O=C(CN1C(=O)CCS(=O)(=O)c2ccccc21)Nc1ccc2c(c1)OCCO2,-100*,-4%,.,1
Cc1cccc(-n2nnnc2SCC(=O)NCCN2C(=O)CSC2=O)c1,27,-3%,6%,-2
CSc1nc(Sc2ccccc2Cl)c2ccccc2n1,?,-2%,6%,-25
CC(C)CNS(=O)(=O)c1ccc2c(c1)OCCO2,36,0%,2%,5
CCCOc1nc2c(c(=O)n(C)c(=O)n2C)n1CCC,?,-5%,-6%,12
Fc1ccc(C(c2nnnn2Cc2cccs2)N2CCN(c3ccccc3)CC2)cc1 (stereo not drawn),?,3%,.,11
Cc1cccc2c1nc(-c1ccccc1)n1nnnc21,?,0%,-4%,-1
O=S(=O)(c1cc(Cl)ccc1Cl)N1CCCC1,?,2%,16%,-4
CC1(C(=O)NCCN2CCOCC2)C=CCN1C(=O)c1ccccc1 (stereo not drawn),71,-7%&0%,-4%,.
CCOC(=O)C(NC(=O)c1cccc(Cl)c1)(OCc1ccc(F)cc1)C(F)(F)F (stereo not drawn),?,-3%,.,.
CC(C)(C)NCCOCCOc1ccccc1-c1ccccc1,-106*,0%,.,1
Cc1nn(-c2ccc(C(=O)O)cc2)c(=O)c2ccccc12,?,-2%,5%,-1
O=C(CN1CCN(c2cccc(Cl)c2)CC1)Nc1ccc([N+](=O)[O-])cc1C(=O)Nc1ccccc1F,75,-1%,.,.
O=c1oc2cc(Cl)ccc2n1CSc1nc2ccccc2s1,-6,0%,-8%,5
CCCC(=O)Nc1ccc2c(c1)nc1n2CCOC1,42,-3%,1%,-10
O=c1cnnc(NCc2ccccc2)[nH]1,32,-4%,0%,0
O/N=C1/CCCSc2ccccc21,-24,-6%,8%,0
COc1cccc2c(=O)cc(C)n(CC(=O)Nc3cccc(C)c3)c12,53,-2%,.,.

# High-throughput results from PubChem.
